# TRb SRC2 PPI = TRbeta-SRC2 interaction inhibition. P10828. TRbeta-SRC2 peptide binding, fluorescence polarization; receptor liganded with 1 µM T3. Potency, µM (titrated, usually from 106 µM), without a hit: at the top dose activity change, negative = inhibition, hits mostly inhibitors. hit rate 0.065% among 280,000;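 note: plate controls were bound peptide for no effect and peptide without receptor for full effect; nearly all actives have a fitted effect of over 50% in size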
#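 A fluorescence polarization screen tested compounds at multiple concentrations against complex formation between 0.6 uM TRb ligand-binding domain and 20 nM Texas Red SRC2 peptide, with 1 uM T3 present; readout after 5 hr.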
# GAA inh = alpha-glucosidase (human) inhibition | purified human GAA, 4-MU-alpha-glucoside fluorescence | Potency, µM (doses to about 76.9 µM), for the others: at the highest dose activity change, negative = inhibition, usual class: inhibitors | hit rate 0.005% among 200,000 | P10253;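 note: plate controls were uninhibited enzyme wells for no effect and no-enzyme background for full effect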
#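 Human alpha-glucosidase, 4 nM, pre-mixed with test compounds before 400 uM 4-methylumbelliferyl substrate; 20 min room temperature at pH 5.0. Fluorescence read after pH 10 stop; AC50 values from Hill-equation fits.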
# GAA glycogen mod = alters human alpha-glucosidase cleavage of glycogen; P10253; recombinant GAA, glycogen substrate, Amplex Red glucose oxidase fluorescence; Potency, µM (series often up to 76.4 µM), for the others: top-dose activity change, negative = inhibition, most hits filed as inhibitors; hit rate 0.38% among 300,000; AID 2100;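 note: 0% = full enzyme reaction and -100% = no-enzyme basal signal; the screen sought inhibitors and activators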
#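 Natural-substrate format: glycogen cleavage by 4 nM human enzyme, glucose read by Amplex Red coupling (Ex 573, Em 610 nm). Normalized to enzyme and no-enzyme controls.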
# GoLoco inh red = blocks human Gai1 binding to RGS12 GoLoco peptide, red readout; Potency, µM (top dose mostly 61.6 µM), without a hit: at the highest dose activity, negative = inhibition, actives largely listed as inhibitors; P63096; hit rate 0.44% among 230,000; Gai1:RGS12 GoLoco peptide FP, rhodamine, 10 min; active = well fitted inhibition curve with a large enough effect, not every such curve was filed as active; inactive = no such curve, though single readings can be large or run the other way; note: nearly all actives have a fitted effect of over 30% in size; many of its hits are not listed in these tables
# RECQ1 helicase = inhibitors of human RECQ1 DNA helicase | hit rate 0.54% among 240,000 | Potency, µM (doses to about 57.3 µM), for the others: top-dose activity, negative = inhibition, most hits filed as inhibitors | P46063 | RECQ1 DNA unwinding, red fluorescence kinetic read;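 note: plate controls were vehicle for no effect and no enzyme for full effect; nearly all actives have a fitted effect of over 30% in size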
#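 RECQ1T1 50 nM; forked duplex (20 bp + 30-nt ss tails) 200 nM, ATP 2 mM final; pH 8.0, 2 mM MgCl2, 2.5 ug/ml poly(dI-dC); 15 min compound preincubation; discontinuous kinetic read over 2 h at RT.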
# TR SRC2 fluor cs = alters Texas Red total fluorescence, flagging assay interference | TRb/SRC2 Texas Red total fluorescence interference | Potency, µM (highest dose often 106 µM), for inactives: at the highest dose fluorescence change, negative = quenching | hit rate 0.29% among 280,000; active = well fitted curve in either direction with a large enough effect; inconclusive = small, poorly fitted or top-dose-only effect
#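 Human TRβ ligand-binding domain (0.6 uM) and Texas Red SRC2 peptide (20 nM) in Tris buffer with 1 uM T3 and 5% DMSO were incubated with pinned compound for 5 hr at ambient temperature. Total fluorescence was computed as S + 2P (555/632 nm).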
# L3MBTL1 inh = blocks human L3MBTL1; AlphaScreen L3MBTL1–H3K9me1 peptide binding; Potency, µM (series often up to 57.1 µM), for the others: top-dose activity, negative = inhibition, usual class: inhibitors; hit rate 0.66% among 230,000; note: nearly all actives have a fitted effect of over 60% in size
# Target sequence (Q9Y468 whole entry, looked up): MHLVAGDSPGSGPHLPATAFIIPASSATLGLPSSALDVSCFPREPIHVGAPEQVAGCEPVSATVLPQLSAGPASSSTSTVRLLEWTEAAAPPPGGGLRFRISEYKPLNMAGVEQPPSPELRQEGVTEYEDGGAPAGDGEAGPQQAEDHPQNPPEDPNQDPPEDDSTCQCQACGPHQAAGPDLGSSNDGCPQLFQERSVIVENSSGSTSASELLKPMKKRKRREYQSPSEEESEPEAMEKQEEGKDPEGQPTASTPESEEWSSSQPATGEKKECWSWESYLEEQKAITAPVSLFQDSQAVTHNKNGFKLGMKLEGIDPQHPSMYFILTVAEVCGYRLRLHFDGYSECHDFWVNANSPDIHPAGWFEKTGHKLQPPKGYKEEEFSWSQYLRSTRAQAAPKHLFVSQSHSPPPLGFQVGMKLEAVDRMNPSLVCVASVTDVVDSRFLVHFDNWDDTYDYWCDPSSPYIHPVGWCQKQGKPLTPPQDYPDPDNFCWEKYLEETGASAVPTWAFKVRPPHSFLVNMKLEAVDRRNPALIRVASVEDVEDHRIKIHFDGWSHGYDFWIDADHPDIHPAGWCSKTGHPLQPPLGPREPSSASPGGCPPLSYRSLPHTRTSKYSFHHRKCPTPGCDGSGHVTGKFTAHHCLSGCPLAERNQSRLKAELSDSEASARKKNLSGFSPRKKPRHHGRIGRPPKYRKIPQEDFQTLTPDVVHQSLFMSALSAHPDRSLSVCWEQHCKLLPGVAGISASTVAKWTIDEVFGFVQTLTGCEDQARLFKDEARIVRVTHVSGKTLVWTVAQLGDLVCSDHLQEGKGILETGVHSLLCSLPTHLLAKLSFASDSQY
#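 L3MBTL1 50 nM + b-AHA-H3(1-15)K9me1 75 nM, 30 min RT; compound added, 30 min RT; streptavidin donor/Ni-chelate acceptor beads 10 ug/mL each final, 30 min RT dark; AlphaScreen read.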
# aGlu spleen mod = inhibitors or activators of human alpha-glucosidase in spleen homogenate | human spleen homogenate, 4-MU-alpha-glucoside fluorescence | Potency, µM (series often up to 79.9 µM), for the others: at the top dose activity change, negative = inhibition, actives largely listed as inhibitors | hit rate 0.006% among 240,000 | P10253;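 note: 0% = enzyme with vehicle and -100% = no enzyme basal signal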
#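 Compounds were titrated against alpha-glucosidase in spleen homogenate at pH 5.0, with 1 mM 4-methylumbelliferyl substrate for 40 min at 37 C. Reactions were quenched with pH 10 NaOH/glycine and fluorescence measured.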
# * = called active by the depositor; i = inactive; ? = inconclusive; . = not tested or not shown; [ ] = another dose, or the depositor's remark. Unless noted, calls come from the whole dose curve; as a rule, active = well fitted curve in the direction sought with a large enough effect; inconclusive = small, poorly fitted or top-dose-only effect, or another doubt; inactive = no such curve, though single readings can be large; an effect the other way counts as inactive or inconclusive. Unless noted, % is set by controls: 0 for no effect and ±100 for the full control effect; potency is the fitted concentration of half-maximal effect. Some of the compounds tested; rates above refer to the full screens.
nr | SMILES | RECQ1 helicase | GoLoco inh red | aGlu spleen mod | L3MBTL1 inh | GAA inh | TRb SRC2 PPI | TR SRC2 fluor cs | GAA glycogen mod
1 | Cc1ccc(-n2c(N)c(C(=O)Nc3ccccc3F)sc2=S)cc1C | -1.5% | 0.3% | -4.0% | . | -7.1% | 2.9% | -2.5% | 1.3%
2 | O=C1OCCC1Sc1nnc(-c2ccc3c(c2)OCO3)o1 (stereo not drawn) | i | 4.4% | 9.2% | 7.7% | 5.7% | 2.7% | -0.9% | 0.0%
3 | C=CCn1c(COc2ccccc2)nnc1SCC(=O)N/N=C/c1cc(Cl)ccc1O | i | 9.1% | -1.0% | . | 2.6% | -24.2% | 0.9% | 4.0%
4 | CC(NC(=O)c1ccc(Br)s1)C1CCCO1 (stereo not drawn) | -0.3% | -5.9% | 12.1% | . | -5.6% | -5.8% | -2.3% | -5.2%
5 | COc1ccc(C(CC(=O)O)NC(=O)c2ccccc2[N+](=O)[O-])cc1 (stereo not drawn) | -7.3% | 1.6% | -9.1% | 8.4% | . | -2.5% | 0.1% | -7.5%
6 | CCN1CCN(c2cc(C(C)C)nc3c(-c4ccccc4)c(C)nn23)CC1 | i | -5.5% | -8.7% | . | . | 3.8% | -3.6% | 8.9%
7 | CCOc1ccc(-c2nnn(CC(=O)N3CCN(c4ccc(F)cc4)CC3)n2)cc1OCC | -11.9% | -2.5% | -6.5% | -1.2% | 3.2% | -3.3% | -0.4% | -19.7%
8 | CCN=C1SC(C(=O)Nc2cccc(OCC)c2)CC(=O)N1CC (stereo not drawn) | -3.6% | -4.6% | 4.6% | 10.6% | -4.3% | 5.6% | 1.5% | -19.7%
9 | Cc1cc(=O)[nH]c2n[nH]c(-c3ccccc3)c12 | -4.8% | -3.9% | 5.8% | 3.3% | 5.1% | 0.3% | 2.7% | 6.1%
10 | COc1cc(C(=O)Nc2c(C)cc(C)cc2C)c(-n2cnnn2)cc1OC | -7.2% | -3.7% | -0.6% | 7.8% | -0.7% | 3.8% | 0.1% | 2.8%
11 | Cc1cc(OCC(=O)O)c2ccccc2n1 | -8.8% | -0.8% | -16.7% | 8.2% | 0.1% | -10.8% | -1.7% | -3.6%
12 | CCOC(=O)C[C@@H](CC(C)=O)C(=O)OCC | -0.8%[11.5 µM] | . | -0.4%[17.4 µM] | . | . | 2.9%[11.2 µM] | 1.0%[11.2 µM] | .
13 | CN1CCN(CCCNC(=O)c2ccc(/C=C3/Sc4ccccc4N(Cc4cccc(Cl)c4)C3=O)cc2)CC1 | i | 11.1% | 4.1% | . | -2.4% | 2.2% | -3.0% | 1.6%
14 | CCOC(=O)C1CCN(C(=O)COc2ccc(S(=O)(=O)N3CCCC3)cc2C)CC1 | -5.2% | -1.4% | 0.4% | -4.3% | -11.4% | -0.1% | -0.6% | -8.3%
15 | COc1ccc2nc(N3CCC(O)CC3)c(C#N)cc2c1 | 5.1% | 2.8% | 5.8% | 4.6% | 1.4% | -10.9% | -6.3% | -0.1%
16 | Cc1cc(SCC(=O)c2ccc(O)c(O)c2)n2nc(C)c(-c3ccccc3)c2n1 | -6.5% | 5.2% | -2.6% | -22.8% | . | -2.0% | -5.0% | ?
17 | COc1ccccc1N1CCN(C(=O)CN2C(=O)C3CCCCC3C2=O)CC1 (stereo not drawn) | i | 12.0% | -2.8% | 1.5% | 13.5% | -0.2%[53 µM] | -0.5%[53 µM] | 1.9%
18 | O=S(Cc1ccc(Br)cc1)Cc1nnc(SCc2c(F)cccc2Cl)n1-c1ccccc1 (stereo not drawn) | -7.7% | -17.0% | -1.5% | -2.1% | -6.2% | -0.1% | -0.8% | -5.1%
19 | O=C1c2ccccc2C(=O)N1CC(=O)N1c2ccccc2CCc2ccccc21 | -13.4% | 3.9% | 3.6% | -5.5% | 0.9% | -3.5% | -3.9% | 10.9%
20 | COc1ccc(-c2nc3scc(-c4ccc(OC)c(OC)c4)c3c(=O)o2)cc1 | -1.6% | 10.6% | 5.9% | 10.8% | -17.7% | -7.1% | 1.0% | -7.2%
21 | O=C(NCc1ccc(Cl)cc1)C(=O)NCC1OCCN1C(=O)c1cccs1 (stereo not drawn) | -12.7% | 9.3% | 4.5% | 8.8% | 3.0% | 4.2% | -0.7% | 0.2%
22 | CC(C)=CCN1CCN(Cc2ccc(C#CC(C)(C)O)cc2)CC1CCO (stereo not drawn) | -4.3% | -6.4% | -24.3% | 10.0% | ? | -2.9% | -3.5% | 13.4%
23 | O=C(CSc1nnnn1-c1ccccc1F)NNC(=O)c1ccco1 | i | 15.7% | -0.6% | -3.6% | 0.6% | 3.3%[53 µM] | 0.4%[53 µM] | 10.0%
24 | O=C(Nc1ccc(Oc2ncnc3cc(Cl)ccc23)nc1)c1cccs1 | -2.5% | 5.0% | 2.9% | . | . | 3.4% | -6.4% | 0.0%
25 | CC(C)(C)C(=O)Cn1ncc(Br)c(Br)c1=O | 14.3% | 9.6% | 1.7% | 1.7% | 11.9% | -11.1% | -2.8% | 0.7%
26 | Nc1nnn(CC(=O)N/N=C/c2ccccc2)n1 | 25.7% | -4.7% | 4.1% | . | . | 2.5% | -1.7% | -2.0%
27 | Cc1ccc(/C=C/c2nnc(-c3ccccc3)o2)cc1 | -5.6% | 11.4% | -2.3% | 0.1% | 0.2% | -16.9% | 0.8% | 6.0%
28 | Cc1ccccc1NC(=O)c1ccc2snnc2c1 | -2.8% | -1.5% | 2.8% | . | -3.4% | 1.9% | 1.0% | 4.0%
29 | CCc1nnc(NC(=O)Cn2nnc(-c3ccccc3F)n2)s1 | -0.3% | 1.3% | 0.9% | . | -4.5% | -1.3% | -3.7% | 5.0%
30 | O=S(=O)(c1cccs1)N1CCC(Cc2ccccc2)CC1 | 11.5% | -6.3% | 1.6% | . | -10.0% | 5.3% | 0.6% | -8.9%
31 | CCN(Cc1ccccc1)S(=O)(=O)c1cc(C(=O)NCC2CCCCC2)ccc1OC | -9.2% | 15.1% | -1.4% | 2.2% | -10.4% | -17.0% | -2.9% | 1.3%
32 | CCOc1ccc(C2=Nn3c(nnc3-c3cccnc3)SC2)cc1 | i | 3.3% | 1.8% | 3.3% | 4.7% | -0.3% | 3.7% | -8.3%
33 | CCCC(=O)Nc1ccc(C(=O)n2nnc3ccccc32)cc1 | 0.6% | -0.9% | -6.5% | 7.7%[11.4 µM] | -1.4% | -3.1% | -5.8% | 3.2%
34 | CC1(C)Cc2nc3sc4c(=O)n(Cc5ccccc5)cnc4c3cc2CS1 | i | 9.4% | -3.0% | -4.6% | 4.0% | -13.7% | -1.8% | -2.5%
35 | CC(C)CN(C(=O)COC(=O)c1ccc2c(c1)NC(=O)CS2)C1CCS(=O)(=O)C1 (stereo not drawn) | i | -12.0% | -11.7% | -0.3% | -7.0% | -4.8% | 1.3% | 7.3%
36 | O=C(N/N=C/c1ccccc1[N+](=O)[O-])c1cnccn1 | -3.0% | 7.2% | 2.3% | 8.6% | . | 1.6% | -2.2% | -0.8%
37 | Cc1cccc(Nc2nc(N)c([N+](=O)[O-])c(N3CC(C)CC(C)C3)n2)c1 (stereo not drawn) | i | 2.6% | -23.4% | -27.2% | -5.1% | 3.2% | -3.0% | -8.6%
38 | Cc1cc(C)n(CCOC(=O)c2sc3ccccc3c2Cl)n1 | -7.2% | 7.5% | -5.7% | 8.4% | 4.7% | -11.3% | -1.3% | -10.9%
39 | Cc1cc(C)n2nc(SCCC(=O)NCc3ccccc3)nc2n1 | -0.6% | 6.7% | 1.6% | 5.9% | 6.6% | -1.2% | 1.1% | -1.7%
40 | COC(=O)c1ccccc1NC(=O)c1ccc(-c2ccc(Br)cc2)o1 | -1.3% | 2.5% | 4.3% | . | 3.9% | -13.0% | 2.3% | -1.8%
41 | CCOC(=O)C1=C(O)/C(=C\c2cccs2)N=C1C | -4.4% | 3.9% | -10.8% | 16.2% | -1.8% | 3.5% | -3.0% | 11.6%
42 | CC(C)NS(=O)(=O)c1ccc(CCC(=O)Nc2ccc3c(c2)OCO3)cc1 | -5.0% | 6.9% | 2.9% | . | -6.9% | -10.7% | -0.8% | 10.9%
43 | CC(=O)Nc1ccc2oc(-c3cc(F)c(F)cc3Cl)nc2c1 | i | 10.3% | -1.4% | 0.2% | -3.0% | 3.3% | -0.3% | -8.9%
44 | CCOc1ccccc1N1CCN(Cc2ccc(OC)c(OC)c2)CC1 | -0.5% | -1.0% | -6.3% | . | -6.6% | -0.4% | 0.0% | 1.9%
45 | Cn1ncc([N+](=O)[O-])c1C(=O)Nc1ccc(C2CCCCC2)cc1 | -3.7% | 3.7% | 1.6% | -0.2% | -3.3% | 0.4% | -0.9% | 9.1%
46 | COc1ccccc1CNC(=O)CNC(=O)Cn1cnc2ccccc2c1=O | -3.2% | 6.3% | -3.4% | . | ? | -8.2% | 1.8% | 5.6%
47 | CCCCCCCCCCCCC/C=C/[C@@H](O)[C@H](CO)NC(C)=O | i | 3.4% | -4.5% | . | . | -0.9% | 0.1% | .
48 | CCc1nnc(NC(=O)CSc2nnc(COc3ccccc3C)o2)s1 | -4.2% | 8.8% | 11.1% | 0.9% | 4.1% | -7.1% | -5.7% | -6.5%

# Random excerpt: six records from the list
nr | SMILES | RECQ1 helicase | GoLoco inh red | aGlu spleen mod | L3MBTL1 inh | GAA inh | TRb SRC2 PPI | TR SRC2 fluor cs | GAA glycogen mod
34 | CC1(C)Cc2nc3sc4c(=O)n(Cc5ccccc5)cnc4c3cc2CS1 | i | 9.4% | -3.0% | -4.6% | 4.0% | -13.7% | -1.8% | -2.5%
14 | CCOC(=O)C1CCN(C(=O)COc2ccc(S(=O)(=O)N3CCCC3)cc2C)CC1 | -5.2% | -1.4% | 0.4% | -4.3% | -11.4% | -0.1% | -0.6% | -8.3%
17 | COc1ccccc1N1CCN(C(=O)CN2C(=O)C3CCCCC3C2=O)CC1 (stereo not drawn) | i | 12.0% | -2.8% | 1.5% | 13.5% | -0.2%[53 µM] | -0.5%[53 µM] | 1.9%
45 | Cn1ncc([N+](=O)[O-])c1C(=O)Nc1ccc(C2CCCCC2)cc1 | -3.7% | 3.7% | 1.6% | -0.2% | -3.3% | 0.4% | -0.9% | 9.1%
32 | CCOc1ccc(C2=Nn3c(nnc3-c3cccnc3)SC2)cc1 | i | 3.3% | 1.8% | 3.3% | 4.7% | -0.3% | 3.7% | -8.3%
38 | Cc1cc(C)n(CCOC(=O)c2sc3ccccc3c2Cl)n1 | -7.2% | 7.5% | -5.7% | 8.4% | 4.7% | -11.3% | -1.3% | -10.9%
